HDAC3 inh: inhibitors of human histone deacetylase 3 | O15379 | recombinant HDAC3, fluorogenic peptide/trypsin coupled, fluorescence | inhibition, % at 8.3 µM | hit rate 0.15% among 320,000 | AID 2718; in the data active = inhibition above about 26%, passing the limit was not always enough; inconclusive = no clear call, values can overlap the other calls
Target sequence (O15379 whole entry, looked up): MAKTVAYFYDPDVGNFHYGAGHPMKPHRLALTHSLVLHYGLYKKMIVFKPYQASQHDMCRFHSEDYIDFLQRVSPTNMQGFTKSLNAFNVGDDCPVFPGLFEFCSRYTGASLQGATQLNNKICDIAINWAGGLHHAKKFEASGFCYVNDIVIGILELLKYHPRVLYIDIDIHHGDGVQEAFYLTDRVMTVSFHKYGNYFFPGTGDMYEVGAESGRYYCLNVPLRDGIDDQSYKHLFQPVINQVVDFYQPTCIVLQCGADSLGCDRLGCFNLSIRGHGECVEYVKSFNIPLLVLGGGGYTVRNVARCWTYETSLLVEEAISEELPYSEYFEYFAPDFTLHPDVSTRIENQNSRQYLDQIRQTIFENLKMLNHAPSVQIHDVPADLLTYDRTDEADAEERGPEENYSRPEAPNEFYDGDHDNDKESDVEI
HSP90 refold inh: blocks HSP90-mediated luciferase refolding in reticulocyte lysate; inhibition, % at 5.6 µM; hit rate 0.91% among 290,000; AID 1789; Rabbit reticulocyte lysate, luciferase refolding luminescence, 3 h;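 active = inhibition above the screen-wide mean plus 3 SD, computed separately per campaign, cut at about 16% in these data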;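 also: 0% = DMSO wells and 100% = 60 µM geldanamycin wells; inhibitors lower the luminescence because luciferase stays unfolded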
HIF activator: HIF pathway transcriptional activation; U2OS HRE-luciferase reporter, luminescence; normalized: DMSO 0%, desferrioxamine 100%; activation, % at 7.5 µM (by protocol); hit rate 0.32% among 300,000;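 active = mean activation of at least 10% of the iron chelator positive control signal, with at least half of replicates also reaching 10%; inconclusive = mean and replicate majority disagree about reaching 10%; inactive = mean and most replicates under 10%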
Platelet DG rel: platelet dense granule release activity; hit rate 0.22% among 300,000; human platelet-rich plasma, SFLLRN dense granule ATP release, luminescence; inhibition, %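 (compounds screened at 7.5 µM in platelet-rich plasma)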;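 active = mean replicate score, as percent of positive control, at or above 50; inconclusive = mean below 50 but at least one replicate at or above 50; inactive = mean and every replicate below 50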
AI-2 QS mod: Vibrio harveyi AI-2 quorum sensing modulation; Vibrio harveyi JMH597 AI-2 luminescence/OD600 ratio, 9 h; stronger effect = lower value; strain lacks LuxN and CqsS sensors; 0 = neutral-control median; hit rate 0.4% among 300,000; activity change, % at 7.5 µM; in the data active = activity change below about -75%, passing the limit was not always enough; inconclusive = no clear call, values can overlap the other calls;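 also: luminescence divided by OD600 gain over 9 h not by final OD600 alone; inactives centre near 13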
KLF5 inhibitor: suppresses KLF5 promoter-driven expression | hit rate 0.23% among 290,000 | DLD-1 KLF5 promoter-luciferase reporter, luminescence | inhibition, % at 5 µM;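 active = inhibition above a per-plate limit of that plate's mean compound inhibition plus 3 SD, cut at about 60% in these data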;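 also: 0% = DMSO wells and 100% = LY294002 at 200 µM; higher means less KLF5 promoter-driven luciferase light; inactives centre near -14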
HSF1 inhib: HSF1 inhibition; NIH3T3-HGL HSE-luciferase, MG132-induced, luminescence 8 h; stronger effect = lower value; activity change, negative = inhibition, % at 7.5 µM (by protocol); AID 2098; hit rate 0.77% among 300,000;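 active = more than half of replicate wells show activity change below -50%, luminescence cut by over half; inconclusive = some wells, but at most half, below -50%; inactive = no replicate well below -50%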;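 also: luciferase reports HSF-1 transcriptional activity via heat shock element; 0% = median of DMSO wells and -100% = zero luminescence signal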
aSyn UTR inh: MLPCN primary screen, SNCA 5' untranslated region | alpha-synuclein 5'UTR reporter, inhibitor activity | inhibition, % (tested at 7.5 µM) | hit rate 0.82% among 300,000; in the data active = inhibition above about 60%; inconclusive = no clear call, values can overlap the other calls;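 also: H4 neuroglioblastoma cells stably carrying SNCA 5'UTR luciferase fusion; 0% = DMSO wells and 100% = positive control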
IEC-6 tox: IEC-6 cytotoxicity, counter-screen for KLF5 inhibitors. luminescence viability. AID 1825. inhibition, % at 5 µM. hit rate 0.78% among 290,000; in the data active = inhibition above about 22%;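 also: 0% = plate median of test compound wells and 100% = cytotoxic reference compound wells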
HSF-1 act: increases HSF-1 driven luciferase reporter signal | NIH3T3-HGL HSF-1 luciferase reporter, MG132, 8 h; 100% = twice DMSO control signal | activation, % at 9 µM | hit rate 1.7% among 300,000;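 active = mean replicate activation of at least 50% with a set share of replicates each reaching 50%; inconclusive = only one of those two conditions met; inactive = mean below 50% and too few replicates reaching it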;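 also: 0% = median of the neutral control wells and 100% = twice that signal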
* = called active by the depositor; u = inconclusive; x = no result given.

SMILES	HDAC3 inh	HSP90 refold inh	HIF activator	Platelet DG rel	AI-2 QS mod	KLF5 inhibitor	HSF1 inhib	aSyn UTR inh	IEC-6 tox	HSF-1 act
CC(NC(=O)COc1ccccc1F)C1CC2CCC1C2 (stereo not drawn)	-3	-2	0.0	6	19	-27	-13	9	-5	-28
COc1ccc(O)c(C2(O)C(=O)c3ccccc3C2=O)c1	-2	-3	-0.7	1	22	-9	-12	-1	1	4
COC(=O)c1cc(S(=O)(=O)NC2CCC(C)CC2)cn1C (stereo not drawn)	-8	-3	0.8	6	20	-7	10	-3	1	13
Cc1n[nH]c(=O)c2c(NC(=O)COC(=O)COc3cccc(Br)c3)oc(C)c12	2	x	-0.7	-4	19	x	3	12	x	-9
CC1(OC(=O)C2CCCC2)C(=O)C=C2C=C(c3ccsc3)N(CCc3c[nH]c4ccccc34)C=C2C1=O (stereo not drawn)	3	x	-2.5	-2	49	x	-5	9	x	-7
COc1ccc(Cl)cc1NC(=O)CN(C)Cc1ccc(OC)c(OC)c1	9	-1	-0.3	16	27	-32	1	13	5	34
COc1ccc(-c2[nH]ncc2CN2CCN(Cc3cccs3)CC2)c(F)c1	-9	0	-0.5	13	0	-9	3	-6	-4	-4
O=C(Nc1ccccc1C(=O)N1CCOCC1)c1noc2c1CCCC2	7	-3	-0.1	-1	32	-4	-5	2	0	-4
Cc1cccc(-n2cc[nH]c2=S)c1	5	1	0.1	8	0	-24	-2	-41	-3	22
O=C(Nc1ncc(Cc2cccc(Cl)c2Cl)s1)c1ccc([N+](=O)[O-])cc1	-3	-4	-0.2	-41	-3	-27	4	23	6	18
CCOC(=O)Cc1cnc(NC(=O)CSc2nc(N)cc(N)n2)s1	10	-8	-0.3	13	18	-4	13	4	0	22
NS(=O)(=O)c1ccc(NC(=S)NNC(=O)CCC(=O)Nc2ccccc2Cl)cc1	0	3	-1.3	7	22	-9	1	6	2	12
CCN(c1cccc(C(F)(F)F)c1)S(=O)(=O)c1ccc2c(c1)CCN2C(=O)C1CC1	17	1	-0.1	1	13	-3	12	12	-3	17
Cc1ccc(C2(c3ccc(C)cc3)NC(=O)N(CC(N)=O)C2=O)cc1	0	1	0.7	-1	4	2	1	1	2	17
NCCCCCNC(=O)/C=N\O	3	3	-0.4	-5	5	-16	-2	10	-5	21
CCN(CCCNC(=O)C1CCN(S(=O)(=O)c2cnc[nH]2)CC1)c1ccccc1	-3	-1	-0.3	1	9	-1	-2	18	-1	-4
C/C(=C1/C(=O)N(c2ccc([N+](=O)[O-])cc2)N=C1c1ccccc1)N(C)C	-4	-4	x	x	x	-96	x	x	-4	x
O=C(NN1CCOCC1)c1cnn2c(C(F)F)cc(-c3ccccc3)nc12	-3	-3	-0.6	-4	20	-32	7	-1	4	-1
O=C1COc2ccc(C(=O)COC(=O)c3ccc4ccccc4n3)cc2N1	2	2	-0.3	-22	17	3	0	-2	-1	5
Cc1nc2ccc(C(=O)OCc3nnc(-c4ccccc4)o3)cc2nc1C	x	2	0.0	-5	16	-16	-5	-1	-3	-5
O=C(NCc1ccccc1)N1CCN(c2ccccc2)CC1	1	5	0.1	1	1	-25	-21	-1	-1	-34
Nc1cc(=O)[nH]c(SCC(=O)Nc2ccc(S(=O)(=O)N3CCCCC3)cc2)n1	3	-3	0.1	9	12	2	1	28	-3	-4
COc1ccc(C(=O)C2CCCN(Cc3cnc(N4CCOCC4)s3)C2)cc1F (stereo not drawn)	-2	1	-1.9	5	2	-16	-4	-2	3	-10
CC1CCC(NC(=O)COc2ccc(C(=O)c3ccccc3)cc2)CC1 (stereo not drawn)	3	-5	x	5	20	-36	x	7	1	x
CCC(C)NC(=O)c1cc2c(=O)n3cccc(C)c3nc2s1 (stereo not drawn)	-39	-8	-0.9	3	24	-14	-7	-4	-14	10
Cc1ccc2c(c1)N(CCC(=O)NCc1ccco1)C(=O)CO2	2	-2	0.2	-3	22	-15	1	2	0	2
Brc1ccc(CSc2nnc(-c3cccnc3)o2)cc1	-6	1	0.2	-6	-94*	-21	-7	-4	2	-29
Cn1cccc1CC(=O)N/N=C/c1cccc([N+](=O)[O-])c1	4	1	-0.2	1	18	-12	-4	-4	-3	7
C[C@@H](C(=O)N1CCNCC1)n1cc(CCC(=O)O)nn1	-3	-1	-0.5	-2	25	-14	1	16	-8	9
COC(=O)C(CC(C)C)NC(=O)C(Cc1ccccc1)NC(=O)C1CCCN1C(=O)OC(C)(C)C (stereo not drawn)	u	2	-0.7	-10	7	-5	1	11	0	7
O=C(/C=C/c1cccc2ccccc12)c1ccncc1	-1	-1	4.3	3	-2	1	0	-14	8	23
CCCN1CCc2nc(SCC(=O)Nc3ccc(C)c(Cl)c3)[nH]c(=O)c2C1	4	-2	-0.2	-1	12	-21	-2	-1	-1	-14
COc1cc2c(cc1NCc1ccc3c(c1)OCO3)oc1ccccc12	2	1	0.8	x	5	-23	-5	-40	2	24
C/C(CCc1ccccc1)=N\NC(=O)C1C2CCCCC21 (stereo not drawn)	2	-4	0.5	7	12	-29	5	-22	-1	3
CC1=C(C)/C(=N\OS(=O)(=O)c2ccc(C)cc2)C=CC1=O	1	-5	x	x	x	-19	x	x	-6	x
COc1ccc(CC/C(C)=N\NC(N)=O)cc1	0	-3	0.1	10	8	-10	3	-2	-10	-8
COc1ccc(NCc2nnc(SCC(=O)Nc3ccc(OC)cc3)n2C)cc1	0	6	0.3	5	17	-5	-11	-7	-3	-5
CCOc1ccc2[nH]c(C)c(CN(C)C)c(=O)c2c1	7	3	-0.4	-1	32	-28	-11	7	-3	-10
CC(C)(C)S(=O)(=O)/C(C#N)=C/Nc1ccccn1	6	3	-0.4	-1	15	-47	3	16	-5	2
C=C(C)COc1ccc(-c2nc(N)ncc2-c2ccc(OC)c(OC)c2)c(O)c1	13	3	-4.9	6	35	-15	3	45	-2	14
Cc1cc(C)c(S(=O)(=O)N(C)CC(=O)NCc2cccnc2)c(C)c1	-7	5	-1.9	-13	29	-10	3	7	5	23
O=C1CCCc2ccccc2N1Cc1cccc(Cl)c1	x	10	-0.8	1	16	-5	29	22	2	44
O=C(O)c1cc(S(=O)(=O)N2CCN(C(c3ccccc3)c3ccccc3)CC2)ccc1Cl	3	-2	0.3	-3	29	-22	5	2	-8	-10
CC(NC(=O)CN(C)CC(=O)Nc1ccc(F)c(F)c1F)c1ccccc1 (stereo not drawn)	-1	2	0.0	-1	0	0	0	6	0	5
COC(=O)Cc1c(O)ccn(C2CC2)c1=O	-5	1	-0.1	2	14	-26	-5	-15	7	22
COCCNC(=O)CN1CCC(NC(=O)c2ccco2)CC1	-4	2	-0.1	7	16	-23	3	13	-3	-2
COc1ccc(Br)cc1CN1CCN(C(=O)c2ccco2)CC1	0	-5	-7.3	4	3	-27	2	5	2	-6
CC(=O)Nc1ccc2[nH]c3ccccc3c2c1	1	0	0.5	-6	20	-6	-1	-31	3	2
O=C(CO/N=C/c1cccc([N+](=O)[O-])c1)NC1CCCCC1	1	3	0.0	-5	26	2	-1	16	1	9
CC(C)(C)C(=O)N1CCC(O)(CS(=O)(=O)Cc2ccccc2Cl)CC1	1	-1	-1.0	-1	26	-14	-7	5	-2	5

Next part
SMILES	HDAC3 inh	HSP90 refold inh	HIF activator	Platelet DG rel	AI-2 QS mod	KLF5 inhibitor	HSF1 inhib	aSyn UTR inh	IEC-6 tox	HSF-1 act
COc1ccc(C)cc1NC(=O)CSc1nc(=O)n(CCCN2CCOCC2)c2c1CCCC2	6	x	0.1	32	-1	x	-5	12	x	-9
COc1ccc(CCC(=O)Nc2nc3ccccc3[nH]2)cc1	6	-3	2.2	6	8	-21	4	-127	0	19
O=C(OCc1cc(=O)n2c(n1)sc1ccccc12)c1ccc(O)cc1	3	2	1.2	28	31	-19	13	-45	0	23
Cc1cc(NS(=O)(=O)c2ccc(NS(=O)(=O)c3ccc(Br)cc3)cc2)no1	4	-2	-2.1	1	9	-15	-2	4	-6	21
O=C(O)c1cccc(Nc2ncnc3sccc23)c1	4	-1	0.4	0	2	8	-1	-3	3	-1
CC1CCN(C(=O)Cn2nnnc2CN2CCOCC2)CC1	x	3	-0.1	5	8	-9	-13	-3	6	-31
CCCCc1ccc(NC(=O)CC(C)(C)C)cc1	13	-2	3.0	-3	-76*	-34	20	-159	2	u
COc1ccc(/C=C2\SC(=S)N(CCC(=O)N(CCO)c3ccccc3)C2=O)cc1OC	4	5	0.0	2	2	-2	6	2	1	6
CC(=O)Nc1ccc(NC(=O)C(C)Sc2nnc(-c3cccs3)o2)cc1 (stereo not drawn)	-9	1	-0.3	0	13	-12	-2	12	6	7
Cc1ccc(NC(=S)NCCc2c[nH]c3ccccc23)cc1	-2	2	1.3	0	-4	2	5	-19	5	12
CS(=O)(=O)Nc1ccc(-c2ccc(/C=C3\SC(N)=NC3=O)o2)cc1	3	-6	-0.2	6	0	12	-6	-43	-2	-19
CC(C)C(NC(=O)c1ccccc1Cl)C(=O)OCc1nc2scc(-c3ccccc3Cl)c2c(=O)[nH]1 (stereo not drawn)	-2	1	0.1	-8	16	-27	-9	25	-6	2
CC(C)c1nc2sc3c(c2c(=O)[nH]1)CC(C)(C)OC3	12	2	1.1	4	27	-17	-1	12	7	-2
Cc1nnc(SCC(=O)NCc2ccco2)[nH]c1=O	0	1	0.3	-16	11	-57	1	-14	-1	-2
CN1C/C(=C/c2ccsc2)C(=O)/C(=C/c2ccsc2)C1	5	-7	0.0	0	-6	-34	-3	-35	0	5
O=C(NC12CC3CC(CC(C3)C1)C2)c1cc(F)c(F)cc1Cl	4	-4	2.6	-3	17	1	-2	29	-6	-6
O=C(CCCCCNc1nc(=S)[nH]c2ccccc12)NCCc1ccc(Cl)cc1	2	1	-0.2	-3	x	-4	20	2	-1	39
CCOc1ccccc1CNC(=O)C1Cc2cc(S(=O)(=O)N3CCCCC3)ccc2N1C(C)=O (stereo not drawn)	10	0	-0.9	17	41	-13	7	5	-4	14
Cc1ccc2c(c1)C1CN(C)CCC1N2C(=O)c1ccccc1NS(=O)(=O)c1cccc(C(F)(F)F)c1 (stereo not drawn)	19	-4	0.1	-6	35	-24	1	7	-1	-3
O=C(CCN1CCc2ccccc2C1)Nc1ccc2c(c1)OCO2	4	-2	1.0	1	27	-86	1	-17	6	9
O=C(NCCc1ccccc1)C(=O)NCC1CCCN1S(=O)(=O)c1ccccc1 (stereo not drawn)	-3	x	3.3	0	5	x	-12	-46	x	-10
Cc1nc2nc(CSc3nnc(C)s3)cc(=O)n2[nH]1	-1	1	-0.2	-2	7	-12	-9	30	-7	-7
CCOc1ccc(NC(=O)c2cccc(NC(=O)c3ccccc3)c2)cc1	2	3	2.5	15	-10	-38	-1	-30	5	8
O=C(CCN1C(=O)/C(=C/C=C/c2ccccc2)SC1=S)Nc1ccccn1	4	1	-0.7	14	37	-19	45	30	4	48

Random excerpt: 2 records from the list.
SMILES	HDAC3 inh	HSP90 refold inh	HIF activator	Platelet DG rel	AI-2 QS mod	KLF5 inhibitor	HSF1 inhib	aSyn UTR inh	IEC-6 tox	HSF-1 act
O=C(CCN1C(=O)/C(=C/C=C/c2ccccc2)SC1=S)Nc1ccccn1	4	1	-0.7	14	37	-19	45	30	4	48
CCOc1ccc(NC(=O)c2cccc(NC(=O)c3ccccc3)c2)cc1	2	3	2.5	15	-10	-38	-1	-30	5	8

Screening data deposited in PubChem by several laboratories.
